Compound activity: PubChem, National Center for Advancing Translational Sciences (NCATS)
15-hLO-2 inh – qHTS Assay for Inhibitors of 15-hLO-2 (15-human lipoxygenase 2); Polyunsaturated fatty acid lipoxygenase ALOX15B (Homo sapiens), O15296; purified 15hLO-2, xylenol orange hydroperoxide absorbance; Potency, µM (titrated, usually from 57.1 µM), inactives show top-dose activity change, negative = inhibition, hits mostly inhibitors; 0.56% of 110,000 active; note: potency is the fitted concentration of half-maximal effect; nearly all actives have a fitted effect of over 60% in size; many of its hits are not listed in these tables
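Screening format was qHTS against 50 nM purified 15hLO-2 in Hepes pH 7.5 with detergent. Activity follows hydroperoxide formation from 45 uM arachidonic acid, measured as 573:405 nm absorbance ratio of the ferric-xylenol orange complex.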
12-hLO inh – qHTS Assay for Inhibitors of 12-hLO (12-human lipoxygenase); Polyunsaturated fatty acid lipoxygenase ALOX12 (Homo sapiens), P18054; purified 12-hLO, xylenol orange hydroperoxide absorbance; Potency, µM (doses to about 57.1 µM), for inactives: at the top dose activity change, negative = inhibition, actives largely listed as inhibitors; 0.12% of 150,000 active; note: potency is the fitted concentration of half-maximal effect; nearly all actives have a fitted effect of over 55% in size; many of its hits are not listed in these tables
Target sequence (P18054 whole entry, looked up): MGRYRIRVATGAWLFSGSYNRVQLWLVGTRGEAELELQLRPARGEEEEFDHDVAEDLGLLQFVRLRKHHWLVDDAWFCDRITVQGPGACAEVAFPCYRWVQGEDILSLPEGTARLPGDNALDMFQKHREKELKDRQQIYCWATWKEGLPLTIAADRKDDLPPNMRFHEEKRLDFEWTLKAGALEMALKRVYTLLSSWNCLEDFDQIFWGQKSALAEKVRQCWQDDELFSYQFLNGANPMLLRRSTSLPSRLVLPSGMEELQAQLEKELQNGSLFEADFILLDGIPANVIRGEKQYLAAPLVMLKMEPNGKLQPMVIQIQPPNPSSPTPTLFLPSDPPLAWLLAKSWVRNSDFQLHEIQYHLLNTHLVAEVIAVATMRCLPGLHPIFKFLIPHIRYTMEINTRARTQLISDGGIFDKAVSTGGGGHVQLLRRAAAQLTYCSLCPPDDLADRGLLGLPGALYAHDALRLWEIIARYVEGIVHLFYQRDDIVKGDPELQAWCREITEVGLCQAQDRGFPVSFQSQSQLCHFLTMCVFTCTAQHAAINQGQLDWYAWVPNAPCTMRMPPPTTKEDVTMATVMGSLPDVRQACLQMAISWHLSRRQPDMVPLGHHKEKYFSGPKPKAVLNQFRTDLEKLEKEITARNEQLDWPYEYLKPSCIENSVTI
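Xylenol orange chromogenic assay: hydroperoxide from 12hLO oxidises Fe(II), giving red-shifted Fe(III)-XO absorbance. Conditions: 150 nM enzyme, 40 uM arachidonic acid, 25 mM Hepes pH 7.0, 0.01% Triton X-100, 30 min, room temperature.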
PNC inhibitor – High Content Assay for Compounds that inhibit the Assembly of the Perinucleolar Compartment. PC3M PTB-GFP, PNC prevalence imaging, 16 h; hits give low values. activity change (PNC), negative = inhibition, % at 10 µM. 3.1% of 140,000 active. AID 2417, 2010;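 active = readout at or below -70, meaning at least 70% loss of cells showing the perinucleolar compartment, a nuclear body marking cancer cells; inconclusive = readout between -30 and a set limit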;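 note: plate controls were DMSO wells for no effect and camptothecin positive control wells for full effect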
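PC3M cells stably expressing PTB-GFP, 750–1000 cells/well, treated 16 h at 37 °C with compound (23 nl of library stock), in duplicate. After paraformaldehyde fixation and Hoechst stain, imaged at 20x; PNC prevalence scored by image analysis.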
IMPase cell inh – qHTS Assay for Identifying the Cell-Membrane Permeable IMPase Inhibitors. Inositol monophosphatase 1 (Rattus norvegicus), P97697. CHO-M1 cells, IP1 accumulation, HTRF TR-FRET ratio. inhibition (IP1 accumulation), % at 46.1 µM. 120,000 tested, under 10 active; active = well fitted curve in the direction sought with a large enough effect in the signal ratio, not every such curve was filed as active; inconclusive = small, poorly fitted or top-dose-only effect, or a change in a side signal; inactive = no such curve, though single readings can be large or run the other way; the % refers to the signal ratio;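 note: cells stimulated with carbachol in lithium chloride buffer; plate controls were DMSO basal wells for no effect and reference inhibitor wells for full effect; higher means more IMPase inhibition seen as more IP1 and lower FRET ratio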
Target sequence (P97697 whole entry, looked up): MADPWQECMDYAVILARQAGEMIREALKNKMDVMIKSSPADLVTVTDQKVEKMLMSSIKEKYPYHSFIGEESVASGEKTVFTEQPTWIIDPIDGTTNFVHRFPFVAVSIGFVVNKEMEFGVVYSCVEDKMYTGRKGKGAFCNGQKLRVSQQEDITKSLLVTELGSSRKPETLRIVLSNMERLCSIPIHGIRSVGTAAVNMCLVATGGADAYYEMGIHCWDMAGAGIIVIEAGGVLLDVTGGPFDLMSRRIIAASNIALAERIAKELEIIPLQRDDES
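In this qHTS, compounds (final up to 46 uM) act on CHO-M1 cells that are then activated through the M1 receptor with carbachol, in pH 7.4 buffer containing 50 mM LiCl, for 30 min. IP1 accumulation is quantified by the IP-One immunoassay.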
* hit, by the source's call; ? = inconclusive; / = no result given; & = joins results of further samples; [ ] = another dose, or the depositor's remark. Unless noted, calls come from the whole dose curve; as a rule, active = well fitted curve in the direction sought with a large enough effect; inconclusive = small, poorly fitted or top-dose-only effect, or another doubt; inactive = no such curve, though single readings can be large; an effect the other way counts as inactive or inconclusive. Unless noted, % is set by controls: 0 for no effect and ±100 for the full control effect. A portion of the library; rates above refer to the full screens.

IMPase cell inh,12-hLO inh,SMILES,15-hLO-2 inh,PNC inhibitor
-6,-2%,CC(SCc1ccccc1)C(=O)NN=C1CCN(C)CC1 (centres undefined),3%,-2
12,-3%,CCOC(=O)NC(Nc1ncccn1)(C(F)(F)F)C(F)(F)F,4%,0
/,0%,COC(=O)c1ccccc1NC(=O)COC(=O)c1ccccc1N=Nc1ccc(N(C)C)cc1,/,-9
-5,-2%,CCOC(=O)N1CCN(S(=O)(=O)c2ccc(C)cc2)C1c1ccccc1 (centres undefined),-3%,78
-7,-2%,COc1ccc2cc(C3(C)NC(=O)N(CC(=O)NCc4ccco4)C3=O)ccc2c1 (centres undefined),-1%,8
-7,-4%,O=C(NC12CC3CC(CC(C3)C1)C2)c1ccc(-c2cccc(Cl)c2)o1,/,-28
2,-1%,COC(=O)c1cccc(NC(=S)Nc2cccc(Cl)c2Cl)c1,/,21
?,-1%,CCN(CC(=O)NC1CCS(=O)(=O)C1)c1nc(-c2ccccc2)nc2ccccc12 (centres undefined),1%,-18
/,1%,O=[N+]([O-])c1cccc(I)c1,-4%,/
-7,1%,O=C(c1ccc(N2CN(C(=O)c3ccco3)c3nc4ccccc4nc32)cc1)N1CCOCC1,-11%,?
15,-3%,CCCCN1C(=O)/C(=C2\SC(N3CCCCC3)=NC2=O)c2ccccc21,-17%,-17
1,6%,COc1ccc(-c2nnc(SCC(=O)NCc3ccco3)o2)cc1,5%,23
7,0%,CSc1ccccc1NC(=O)CN(C)CC(=O)Nc1ccc(Cl)cc1F,/,-24
-6,-7%,Cc1cc(C)n(-c2ccc(C(=O)N3CCc4ccccc43)cc2)n1,0%,-3
/,0%,Cc1cccc(NC(=O)c2ccc(C(=O)Nc3cccc(C)c3)nc2)c1,/,?
9,4%,C(=C\c1cccc2ccccc12)/c1nnc(-c2cccs2)o1,-6%,-23
11,1%,COC(=O)CN(c1ccccc1)S(=O)(=O)c1ccc(F)cc1,/,-15
/,-2%,Cc1ccc(C)c(N(C(=O)c2nsc(Cl)c2Cl)C(C(=O)NC2CCCC2)c2ccc(O)cc2)c1 (centres undefined),/,19
1,-1%,O=c1c2nnn(Cc3ccccc3)c2ncn1-c1ccccc1,-3%,21
16,5%,CCOc1cccc(OCCCCN2CCCCC2)c1,20%,-7
0,-4%,COc1cc(NC(=O)CSc2nnc(C)s2)cc(OC)c1,2%,-25
-24,7%,Cc1cc(C)c2nc(SCc3ccc([N+](=O)[O-])cc3)nc(C)c2c1,4%,64
0&2,2%&-2%,CCS(=O)(=O)N(C)[C@@H]1c2cc(C#N)ccc2OC(C)(C)[C@H]1O,14%&13%,/
/,-7%,COc1ccc(N=C2NC(=O)/C(=C/c3ccc(O)c(OC)c3)S2)cc1,/,38
/,-2%,CC(C)(O)CCC(C)(C)O,-1%,/
1,4%,O=C(c1ccccc1)c1ccc2ccccc2n1,3%,-7
6,-1%,Nc1[nH]nc2nc(NCc3ccccc3)c3c(c12)CCN(Cc1ccccc1)C3,37%[activator],4
/,-4%,CC(C)(C)N/N=C/c1c(O)n(-c2ccc(Cl)cn2)c(=O)c2ccccc12,/,?
?,-5%,C=CCn1cc(C(=O)NCCCOCC)c(=O)c2cc(S(=O)(=O)N(CC)CC)ccc21,-4%,-11
-1,1%,CCOC(=O)Cc1csc(NC(=O)c2ccco2)n1,-1%,-17

Six compounds from above, arranged by their value in PNC inhibitor, descending:
molecule,PNC inhibitor
O=c1c2nnn(Cc3ccccc3)c2ncn1-c1ccccc1,21
COc1ccc2cc(C3(C)NC(=O)N(CC(=O)NCc4ccco4)C3=O)ccc2c1 (centres undefined),8
CCOC(=O)NC(Nc1ncccn1)(C(F)(F)F)C(F)(F)F,0
COC(=O)CN(c1ccccc1)S(=O)(=O)c1ccc(F)cc1,-15
C(=C\c1cccc2ccccc12)/c1nnc(-c2cccs2)o1,-23
COc1cc(NC(=O)CSc2nnc(C)s2)cc(OC)c1,-25

(list continues)
IMPase cell inh,12-hLO inh,SMILES,15-hLO-2 inh,PNC inhibitor
-1,3%,Cc1c(NC(=O)C2CCCN(S(=O)(=O)c3cnc[nH]3)C2)c(=O)n(-c2ccccc2)n1C (centres undefined),3%,9
?,-8%,COCCCN(C(C)=O)c1nc(-c2ccc(OC)cc2)cs1,-10%,-5
-9,-1%,CCc1cccc(CC)c1NC(=O)CSc1nnc(C(C)C)n1CC,3%,?
-6,-1%,Clc1ccc(-c2nnc3sc(-c4ccc(Br)o4)nn23)cc1,7%[2.29 µM],?
-2,-3%,Cn1c(SCc2cccnc2)nc2cccnc21,3%,24
15,-3%,CCNc1nnc(-c2ccc(C)cc2)o1,?,?
/,4%,CCn1c(SCC(=O)N/N=C/c2c[nH]c3ccccc23)nnc1-c1ccc(C(C)(C)C)cc1,/,-27
/,-4%,CC(C)(C)c1ccc(OCC2CO2)cc1 (centres undefined),-3%,/
-2,-2%,CCS(=O)(=O)N1CCC(C(=O)NCc2ccc(F)cc2)CC1,2%,?
7,1%,COc1ccc2cc3cc(C(=O)NCCN4CCN(Cc5ccccc5)CC4)oc3nc2c1,52%[activator],66

An excerpt from above, showing only 12-hLO inh, 15-hLO-2 inh and IMPase cell inh:
mol | 12-hLO inh | 15-hLO-2 inh | IMPase cell inh
Clc1ccc(-c2nnc3sc(-c4ccc(Br)o4)nn23)cc1 | -1% | 7%[2.29 µM] | -6
Cn1c(SCc2cccnc2)nc2cccnc21 | -3% | 3% | -2

Remaining list, next part:
IMPase cell inh,12-hLO inh,SMILES,15-hLO-2 inh,PNC inhibitor
-1,-3%,CC1CCCN(C(=O)C2CCN(CCCc3ccccc3)CC2)C1 (centres undefined),14%,-28
4,0%,CN(C1CCCCC1)S(=O)(=O)c1ccc2c(c1)c(=O)c(C(=O)NCCCN1CCCC1)cn2C,9%,?
-3,-2%,CCCN(CCC)CC(O)COc1ccc([N+](=O)[O-])cc1 (centres undefined),-4%,3
9,-9%,O=C(O)c1cnn2c(C(F)(F)F)cc(-c3ccco3)nc12,1%,-8
3,-5%,COc1cc(C2Nc3cccc4cccc(c34)N2)cc(OC)c1OC(C)=O,?,?
12,-13%,CCOC(=O)c1c(Cc2ccc(Cl)cc2)c[nH]c1C,/,?
8,3%,COc1cc(OC)c(-c2nc3c[n+](CC(=O)c4ccccc4)ccc3n2C)cc1OC,8%,?
/,2%,O=C(CN1c2cccc3cccc(c23)S1(=O)=O)Nc1ccc(S(=O)(=O)N2CCOCC2)cc1,/,?
-3,1%,CCOC(CNC(=O)c1ccc2c(c1)nc(C)n2-c1cccc(F)c1)OCC,/,-24
-4,-2%,Cc1nc2oc3ccccc3c(=O)c2c(=O)n1Cc1ccccc1,-1%,14
-4,0%,CC(=O)Nc1ccc(S(=O)(=O)N(C)CC(=O)OCC(=O)NC(C)C23CC4CC(CC(C4)C2)C3)cc1 (centres undefined),/,3
-5,-3%,C/C(=N/NC(=O)c1cc(C(C)C)[nH]n1)c1cccs1,6%,-7
9,-2%,CC(C)(C)c1nc(N2CCN(C(=O)c3ccco3)CC2)c2nnn(Cc3ccccc3)c2n1,-12%,0
-3,3%,CCOC(=O)CCCNC(=O)c1cncc(O)c1,-15%,2
/,1%,CSc1nc2ccccc2n1CC(=O)Nc1ccc(C)c(C)c1,/,9
-1,-7%,Cc1ccc2cc3c(N)c(C(=O)N4CC(=O)Nc5ccccc54)sc3nc2c1,-15%,-14
/,3%,O=c1c(Cl)c(N2CCN(c3ccccc3)CC2)cnn1C12CC3CC(CC(C3)C1)C2,/,?
/,-5%,COc1cccc(CNc2ccc(S(N)(=O)=O)cc2)c1OCc1ccccc1F,/,-3
2,1%,c1cc(C2CCCCC2)ccc1Oc1nc(N2CCOCC2)nc(N2CCOCC2)n1,/,93
8,-8%,Cc1nc(SCC(=O)NCc2ccc3c(c2)OCO3)c(C#N)c2c1CCCC2,-8%,-24
1,-8%,OC(c1cccs1)c1nccc2ccccc12 (centres undefined),-5%,12
9,-4%,Cc1cc(NC(=O)Cn2c(=O)c3c(ncn3CCC(C)C)n(Cc3ccccc3)c2=O)no1,-6%,-29
2,-2%,CC(C)CCNC(=O)COC(=O)c1ccc(Br)o1,0%,28
3,8%,CC1CC(C)CN(C(=O)C(NS(=O)(=O)c2ccc3c(c2)oc(=O)n3C)C(C)C)C1 (centres undefined),0%,-29
/,-1%,Cc1ccc(S(=O)(=O)N2CC=C(C(=O)NCc3ccccc3)CC2)cc1,/,53
/,-1%,Cn1cnnc1Sc1ccc(C(=O)OCC(=O)Nc2ccccc2)cc1[N+](=O)[O-],/,31
/,1%,O=C(CSc1nc2ccccc2c(=O)n1-c1ccc(F)c(Cl)c1)Nc1cccc(S(=O)(=O)N2CCOCC2)c1,/,-16
10,3%,Cn1ncc(C#N)c1/N=C/N1CCCC1,0%,0
10,-4%,COc1ccccc1CN(CC(=O)NCC1CCCO1)C(=O)CNS(=O)(=O)c1ccc(C)cc1 (centres undefined),-4%,21
1,-1%,Cc1ccccc1N/N=C/c1ccc(N2CCOCC2)cc1,?,106
1,1%,COCc1[nH]nc2c1C(c1sccc1C)C(C#N)=C(N)O2 (centres undefined),-5%,41
-1,-2%,Cc1ccc(-c2cccc(NC(=O)C3C4C=CC(C4)C3C(=O)O)c2)o1 (centres undefined),-2%,21
6,-11%,Cc1cccc(CCNS(=O)(=O)c2ccc(S(=O)(=O)NC3CCCC3)cc2)c1,-4%,-7
?,-2%,Cn1ncc(Cl)c1C(=O)Nc1cc(C(F)(F)F)ccc1F,/,-21
5,-3%,CCCCOc1ccc(C(=O)NC)cc1,4%[2.29 µM],2
0,2%,Cc1nc2nc(CSc3nnc(C)s3)cc(=O)n2[nH]1,15%,?
3,-16%,CCc1ccccc1N1C(=O)C2CC=CCC2C1=O (centres undefined),-1%,57
-1,-1%,COCCNS(=O)(=O)c1ccc2c(c1)C(=O)c1cc(S(=O)(=O)NCCOC)ccc1-2,3%,12
/,-1%[11.4 µM],CC(C)(C)c1ccc(OC(=O)Nc2ccc(O)c(C(=O)O)c2)cc1,-12%[11.4 µM],/
16,-4%,CC(=O)c1c(C)n(-c2ccccc2)c2ccc(O)cc12,-14%,6
-1,-7%,Cn1cccc1Cc1nnc(SCC(=O)NC2CCCC2)n1CCc1ccccc1,-2%,5
-9,-4%,Oc1nc(Nc2cccc(Cl)c2)sc1/C=C1\C=Nc2ccccc21,/,-15
/,-1%,CC1CCN(CC(=O)Nc2cc(C(F)(F)F)ccc2Cl)CC1,/,-24
/,-2%,c1cnc2c(c1)ncc1cscc12,/,3
?,-1%,COc1ccc(/C=N/NC(=O)CSc2n[nH]c(=O)[nH]c2=O)cc1,/,4
3,-10%,CCCn1nc(NC(=O)CC(C)C)c2cc3ccccc3nc21,?,24
-3,-5%,CCCCC(c1nnnn1CCOC)N1CCN(c2cccc(OC)c2)CC1 (centres undefined),-4%,7
-2,-10%,COc1ccc(NC(=O)C2CC(c3cc(OC)c(OC)c(OC)c3)=NO2)cc1OC (centres undefined),0%,16
